High-throughput results as filed in PubChem BioAssay.
PMI inhibitors: inhibitors of human PMI, primary screen, biochemical, fluorescence intensity, coupled assay (AID 1209). Mannose-6-phosphate isomerase (Homo sapiens). purified PMI enzyme, coupled fluorescence intensity; higher % means a stronger effect. inhibition, % at 20 µM; hits with a dose series show IC50 in µM. 0.42% of 190,000 active;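 note: plate controls were DMSO vehicle for no effect and wells lacking substrate for full effect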
PMI inhibition: human PMI inhibitors, high substrate, primary screen, biochemical, fluorescence intensity, high mannose 6-phosphate (AID 1220); one-dose inhibition, % at 20 µM; IC50 in µM for titrated hits; Mannose-6-phosphate isomerase (Homo sapiens); 0.66% of 190,000 active; recombinant PMI enzyme, coupled fluorescence intensity; higher % means a stronger effect
Myeloid diff MLP: induction of myeloid progenitor differentiation, primary screen, cell-based, flow cytometry, MLPCN library; ER-HoxA9 myeloid progenitors, lysozyme-GFP differentiation; calls only at 10 µM; 1% of 360,000 active; AID 624256, 2012;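 active = normalized GFP-positive differentiation at or above the plate's own cutoff, the solvent-only control mean plus 3 SD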;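 note: cells exposed to compound for four days before flow analysis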
TNAP activation fold: human TNAP enzyme activators, primary screen, biochemical, luminescent, no phosphate acceptor, uHTS (AID 1001). activation fold at 20 µM; hits with a dose series show EC50 in µM. 0.03% of 200,000 active. purified TNAP, luminescent activation assay, no phosphate acceptor; higher activation fold means a stronger effect. Alkaline phosphatase, tissue-nonspecific isozyme (Homo sapiens); in the data active = activation fold from about 3, or a potency from the dose series; inactive = the rest, 99 in 100 with activation fold below about 1.6; note: many of its hits are not listed in these tables
WT yeast gro inh: growth inhibition of WT strain, primary screen, mitochondrial fusion inhibitor project, WT and mutant strains, chemical genetic | mitochondrial fusion phenotypic screen | 2.1% of 190,000 active | AID 1362, 2008 | inhibition, % at 10 µM; in the data active = inhibition above about 58%; tested in S. cerevisiae
P. falciparum M1AAP: P. falciparum M1AAP inhibitors, biochemical, fluorogenic H-Leu-NHMec substrate, 1536-well (AID 1445). Aminopeptidase N (Plasmodium falciparum (isolate 3D7)). recombinant M1AAP, H-Leu-NHMec fluorogenic kinetic assay; higher % means a stronger effect. inhibition, % at 30 µM, or IC50 in µM where a hit was titrated. 0.42% of 220,000 active;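 active = primary inhibition above the hit cutoff, then over 50% inhibition at one or more dose response concentrations, cut at about 23% in these data, passing the limit was not always enough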;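 note: plate controls were DMSO full reaction for no effect and no enzyme background for full effect; strong numbers were not always called active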
CSM14.1 death rescue: rescue of cells from ER stress-induced death, primary screen, 384-well, CSM14.1, thapsigargin, ATP luminescence (AID 1222); CSM14.1 thapsigargin-induced death rescue, ATP luminescence; higher % means a stronger effect; 190,000 tested, under 10 active; cellular ATP content (survival), % at 20 µM; hits with a dose series show EC50 in µM;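 active = EC50 below 50 µM in the dose-response confirmation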;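 note: death triggered by thapsigargin at about 15 µM added after 2 h compound pretreatment; cell ATP read after overnight thapsigargin exposure of roughly 18 to 22 hours; normalized against plate controls of thapsigargin alone and 5% DMSO vehicle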
K1F lysis inhibition: inhibition of K1F phage lysis, E. coli UTI89, bacterial capsule biogenesis inhibitors, alamar blue (AID 488966); 0.02% of 340,000 active; E. coli UTI89 K1F phage lysis, alamar blue, 2 h; higher % means a stronger effect; inhibition, % at 100 µM, or IC50 in µM where a hit was titrated;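 active = phage lysis inhibition, versus mean bacterial control, above a set limit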;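 note: capsule biogenesis inhibitors block K1F phage lysis so surviving cells raise fluorescence; higher fluorescence means more inhibition of phage lysis; actives were called in the ten point dose series up to 300 µM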
Lipid droplet: inhibitors of hepatocyte lipid droplet formation, primary screen, imaging, high-throughput imaging, BODIPY stain | AML12 mouse hepatocytes, oleate lipid droplets | inhibition, % at 6.5 µM | 0.4% of 240,000 active;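 active = lipid droplet intensity inhibited by at least 50%, with more than 500 cells counted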
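Test system: AML12 hepatocytes (mouse); reagent: oleate loading, 100 µM; dosing: one dose, 6.5 µM compound; incubation: overnight exposure; signal: fluorescence imaging, 20x objective, two fields per well; read-out basis: % inhibition of corrected integrated BODIPY droplet signal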
WT yeast gro inh mutant strain: second read-out of WT yeast gro inh, no call of its own (marks repeat the call); inhibition, %; mitochondrial fusion phenotypic screen, mutant strain inhibition
Lipid droplet cells 6.5 µM: recorded beside Lipid droplet, whose call it bears; cell count; measured here: cell count, cytotoxicity flag;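 cells counted across two imaged fields per well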
Myeloid diff MLP GFP+ MAC1+ %: second read-out of Myeloid diff MLP, no call of its own (marks repeat the call); GFP+ MAC1+ double positive, %; measured here: differentiation confirmed by MAC1 staining
Numbers without * were called inactive; i = inactive; x = not tested or not shown; [ ] = dose if it differs, or a comment. Cut-off read from the data, not from the text of the source, unless noted: active = inhibition above about 50%; inactive = the rest. Hits appear at their usual frequency. About 4.6% of those tested had a hit in this group.

SMILES | PMI inhibitors | PMI inhibition | Myeloid diff MLP | Myeloid diff MLP GFP+ MAC1+ % | TNAP activation fold | WT yeast gro inh | WT yeast gro inh mutant strain | P. falciparum M1AAP | CSM14.1 death rescue | K1F lysis inhibition | Lipid droplet | Lipid droplet cells 6.5 µM
COc1cc(NS(=O)(=O)c2ccc(NC(C)=O)cc2)nc(OC)n1 | 1% | -2% | i | 6.6 | 1.1 | -12 | 3 | 9% | -2.1% | 11% | 3 | 799
COC(=O)c1ccc(NC(=O)CCc2c(C)nc3ncnn3c2C)cc1 | 3% | -1% | i | 3.1 | 1.2 | -4 | 12 | 0% | 1.1% | 9.6% | x | x
CC(C)OC(=O)c1cc2ccccc2[nH]1 | 4% | 7% | i | 1.4 | 1 | -22 | -9 | 3% | -0.4% | 0.2% | -9 | 697
COc1ccc(Cl)cc1NC(=O)CNCC(c1ccccc1)N(C)C (stereo unspecified) | -16% | -14% | i | 0.4 | 1.4 | 7 | 18 | 6% | 1.1% | 0.2% | 4 | 634
N#CC1=C2SCN(c3ccccc3)CN2C(=O)CC1c1ccccc1Cl (stereo unspecified) | 12% | -41% | i | 2.1 | 0.9 | -4 | -1 | 7% | -1.6% | -1.2% | x | x
CN1C(=O)/C(=C\c2ccncc2)SC1=Nc1ccccc1 | -10% | -8% | i | 0.7 | 1 | 21 | -5 | -1% | -4.2% | 1.2%[50 µM] | 15 | 769
Cn1c(=O)cc(OCC(=O)N2CCN(c3ccccc3F)CC2)c2ccccc21 | -1% | 11% | i | 1.0 | 1 | 2 | -4 | 1% | x | -0.4% | -9 | 684
Cc1ccc(C(=O)NC(=S)Nc2ccc(NC(=O)c3cccs3)cc2)cc1[N+](=O)[O-] | 18% | 5% | i | 0.3 | 1.1 | 21 | 16 | 5% | -0.6% | 6.5% | 17 | 602
Cc1ccc(NC(=O)CSCCc2ccccn2)nc1 | -15% | -10% | i | 2.3 | 1.2 | -12 | 5 | -3% | 0.3% | 0.0% | 9 | 763
O=C(COC(=O)c1cc[n+]([O-])cc1)Nc1ccccc1Cl | 4% | 1% | i | 0.1 | 1 | 1 | -12 | 6% | -1.7% | -2.3% | -15 | 712
C=CCNC(=O)/C(=C\C=C\c1ccccc1)NC(=O)c1ccc(OCCCC)cc1 | 5% | 4% | i | 0.6 | 1.1 | -3 | 4 | 4% | -0.7% | 0.9% | x | x
COc1ccc(NC(=O)Nc2cc(C)ccc2OC)cc1 | 5% | 5% | i | 1.3 | 1.1 | 14 | 14 | 2% | x | 0.6% | -4 | 619
CCCn1c(=O)c2ccccc2n2c(SCC(=O)c3ccc(CC)cc3)nnc12 | -6% | -5% | i | 0.9 | 1 | 10 | 0 | 4% | -1.6% | 0.1% | x | x
CCNc1cc(N2CCN(S(=O)(=O)c3ccc4c(c3)CCCC4)CC2)ccc1[N+](=O)[O-] | -5% | 1% | i | 3.9 | 0.9 | 8 | -52 | -6% | 5.8% | 0.7% | x | x
CCC(=O)Nc1ccc2nc(C)n(Cc3ccccc3Cl)c(=O)c2c1 | -4% | -6% | i | 0.6 | 1 | 62* | 62* | 1% | -1.6% | -1.2% | -2 | 780

Compound profiles, as listed above. Values in the order: PMI inhibitors, PMI inhibition, Myeloid diff MLP, Myeloid diff MLP GFP+ MAC1+ %, TNAP activation fold, WT yeast gro inh, WT yeast gro inh mutant strain, P. falciparum M1AAP, CSM14.1 death rescue, K1F lysis inhibition, Lipid droplet, Lipid droplet cells 6.5 µM
CC(C)OC(=O)c1cc2ccccc2[nH]1 is listed as 4%, 7%, i, 1.4, 1, -22, -9, 3%, -0.4%, 0.2%, -9, 697
CCCn1c(=O)c2ccccc2n2c(SCC(=O)c3ccc(CC)cc3)nnc12 is listed as -6%, -5%, i, 0.9, 1, 10, 0, 4%, -1.6%, 0.1%, x, x
CCNc1cc(N2CCN(S(=O)(=O)c3ccc4c(c3)CCCC4)CC2)ccc1[N+](=O)[O-] is listed as -5%, 1%, i, 3.9, 0.9, 8, -52, -6%, 5.8%, 0.7%, x, x

Continued:
SMILES | PMI inhibitors | PMI inhibition | Myeloid diff MLP | Myeloid diff MLP GFP+ MAC1+ % | TNAP activation fold | WT yeast gro inh | WT yeast gro inh mutant strain | P. falciparum M1AAP | CSM14.1 death rescue | K1F lysis inhibition | Lipid droplet | Lipid droplet cells 6.5 µM
Cc1ccc(-n2c(-c3ccccc3)n[nH]c2=S)cc1 | 7% | 8% | i | 0.3 | 1 | 3 | -11 | 17% | 1.3% | -0.6% | -4 | 813
NC(=S)Nc1ccc(F)cc1F | x | x | i | 0.4 | x | x | x | 0% | x | -1.0% | 0 | 703
Cc1cc(C)c2[nH]c(=O)c(C(c3nnnn3C(C)(C)C)N3CCN(C(=O)c4ccco4)CC3)cc2c1 (stereo unspecified) | -11% | 0% | i | 13 | 1 | 22 | -7 | 6% | -0.3% | 4.9% | x | x
Cc1cc(-c2ccc(C(=O)O)s2)cnc1N | -10% | -5% | i | 0.4 | 1.1 | -10 | 7 | 59µM* | -7.6% | 0.1% | 12 | 741
CCOC(=O)c1cnn2c(C(F)(F)F)cc(-c3ccco3)nc12 | 2% | 8% | i | 0.6 | 1.1 | 0 | 8 | 15% | 1.2% | 1.0%[50 µM] | x | x
CCS(=O)(=O)c1ccc2oc(Nc3ccc(C(C)C)cc3)nc2c1 | 63%* | 13% | i | 0.2 | 1.1 | 17 | 30 | 1% | -0.5% | -1.0% | 10 | 786
CC1CC(C)CN(C(=O)c2cn(C)c3ccc(S(=O)(=O)N(C)C)cc3c2=O)C1 (stereo unspecified) | -10% | -4% | i | 1.2 | 0.7 | 3 | 2 | 4% | -0.3% | 5.0% | x | x
COc1ccc2cc(C(=O)NCc3ccco3)c(=Nc3ccc(C(=O)O)cc3)oc2c1 | 10% | 8% | i | 0.1 | 1.1 | 1 | 3 | 0% | 0.5% | 0.1% | 0 | 610
COC(=O)c1ccc(C2/C(=C(/O)c3ccc(OC(C)C)cc3)C(=O)C(=O)N2c2cc(C)on2)cc1 (stereo unspecified) | 6% | -11% | i | 0.4 | 1.1 | 17 | 19 | 9% | 4.4% | 0.0% | -1 | 742
CCN(CC(=O)Nc1ccc2c(c1)OCCO2)S(=O)(=O)c1cccs1 | 25% | 15% | i | 1.3 | 1.1 | 11 | -16 | -1% | -2.4% | 2.7% | -5 | 688
Cc1cc(OC(=O)c2ccco2)c2c(C)cc(=O)oc2c1 | 14% | 12% | i | 2.8 | 1.1 | -3 | -14 | 13% | -2.8% | 0.2% | -22 | 631
Cc1cccc(OCCC(=O)NCC(c2ccco2)N2CCCCC2)c1 (stereo unspecified) | -13% | -9% | i | 0.8 | 0.9 | 14 | 15 | 5% | -1.1% | 0.7% | 6 | 795
CC(C)(C)NC(=O)COC(=O)/C=C/c1ccccc1[N+](=O)[O-] | 1% | -4% | i | 0.6 | 1.1 | 8 | 19 | 0% | 0.3% | 4.9% | -1 | 777
COc1ccccc1C(=O)NCc1ccccn1 | -2% | 2% | i | 0.1 | 1.1 | -6 | -3 | 0% | 1.0% | -2.1% | 5 | 713
COc1cccc(OCC(=O)NNC(=O)c2ccc(-c3ccccc3)cc2)c1 | 9% | 4% | i | 0.9 | 1.1 | -10 | -8 | -3% | -0.1% | 0.3% | x | x
Cn1c(=O)oc2cc(S(=O)(=O)N3CCCC(C(=O)Nc4ccc5c(c4)OCCO5)C3)ccc21 (stereo unspecified) | 7% | 17% | i | 3.5 | 1.1 | 7 | -3 | 6% | -1.3% | -0.3% | x | x
CC(=O)N(/N=C/c1cccc(C)c1)c1nc(-c2ccc(Br)cc2)cs1 | 7% | 11% | i | 0.7 | 1.1 | -22 | -2 | -5% | -3.3% | 0.8% | x | x
C=CCn1c(CCC(O)COCCC)n[nH]c1=S (stereo unspecified) | 8% | 12% | i | 0.3 | 1 | -4 | -10 | 3% | -0.5% | 0.2% | 8 | 748
COc1ccc(CN=C(N)N=C(N)N)cc1Cl | 5% | -1% | i | 0.0 | 1.1 | -3 | 0 | -3% | -14% | -0.2% | 16 | 698
Cc1ccc(OCC(O)Cn2c(=N)n(CCN3CCOCC3)c3ccccc32)cc1 (stereo unspecified) | -4% | -4% | i | 0.4 | 1 | x | x | 1% | 2.5% | -0.2% | x | x
CCN(CC)C(=O)CSC(=Nc1ccccc1F)NC#N | 0% | -2% | i | 0.6 | 1.1 | -5 | -9 | 7% | 0.6% | 0.1% | 2 | 814
COc1ccccc1/C=C/C=N/NC(=O)Cc1cccn1C | -6% | -5% | i | 0.8 | 1.1 | -11 | -12 | 15% | -0.8% | 0.4%[50 µM] | 2 | 654
CCCCCCCCSc1nnc(-c2ccc(OC)cc2)o1 | 12% | 8% | i | 0.6 | 1.2 | 42 | 23 | -1% | -1.3% | 0.3% | 8 | 790
Nc1nnc(SCC(=O)Nc2ccc3nc(SCC(=O)Nc4ccccc4)sc3c2)s1 | 2% | -2% | i | 0.5 | 1.1 | -14 | -1 | 11% | -2.5% | -3.0% | -2 | 638
COc1ccc(-n2nnnc2SCC(=O)N2CCCC2)cc1OC | 5% | 4% | i | 7.6 | 1.2 | -15 | -7 | 1% | -0.3% | 6.8% | x | x
CN(C)/C(Cn1cncn1)=C1/N=C(c2c(F)cccc2F)OC1=O | 5% | 1% | i | 0.1 | 1 | -3 | 5 | 11% | 1.0% | 0.9% | -1 | 663
Cc1oc(-c2ccc(Cl)cc2)nc1CN1CCC(C(=O)NCc2cccs2)CC1 | 11% | 4% | i | 0.2 | 1.1 | -3 | -16 | 3% | 1.0% | -0.2% | 26 | 767
Cc1ccc(C(=O)Nc2ccc(Cl)cc2C)c(Cl)c1 | -6% | 2% | i | 0.5 | 1.1 | 0 | -2 | 2% | -2.6% | 0.2% | 3 | 650
C=CCn1c(=O)c2c(nc3n2CC(C)CN3c2cccc(OC)c2)n(C)c1=O (stereo unspecified) | 0% | 3% | i | 4.2 | 1 | 6 | 4 | 26%* | -0.4% | -0.7% | x | x
Cc1ccc(S(=O)(=O)N2CCSC2C(=O)O)cc1 (stereo unspecified) | -3% | -5% | i | 1.2 | 1.1 | 3 | -5 | -1% | -0.4% | 1.2% | 6 | 721
Cc1ccc(N(CC(=O)N/N=C/c2ccco2)S(=O)(=O)c2ccccc2)cc1 | -14% | -5% | i | 6.3 | 0.9 | 8 | -22 | -8% | -1.5% | 0.0% | x | x
COc1ccc(-c2ccc(-c3noc(C4CCCCC4)n3)c(OC)n2)cc1 | 9% | 16% | i | 0.5 | 1 | -13 | 18 | 12% | -1.6% | 0.6% | x | x
